Bioassay records: PubChem BioAssay, several laboratories
proCasp7 act – counter-screen for procaspase-3 activators: activators of human procaspase-7; P55210; recombinant procaspase-7, Ac-DEVD-pNA absorbance 405 nm; D23A/D198A/D206A triple mutant, cannot self-cleave; scale: DMSO 0, 5 µM enzyme 100; activation, % at 8.5 µM; 330,000 compounds, 0.093% hits; AID 463210;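 active = percent activation above the screen-wide mean plus 3 SD, cut at about 25% in these data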
Target sequence (P55210 whole entry D23A/D198A/D206A): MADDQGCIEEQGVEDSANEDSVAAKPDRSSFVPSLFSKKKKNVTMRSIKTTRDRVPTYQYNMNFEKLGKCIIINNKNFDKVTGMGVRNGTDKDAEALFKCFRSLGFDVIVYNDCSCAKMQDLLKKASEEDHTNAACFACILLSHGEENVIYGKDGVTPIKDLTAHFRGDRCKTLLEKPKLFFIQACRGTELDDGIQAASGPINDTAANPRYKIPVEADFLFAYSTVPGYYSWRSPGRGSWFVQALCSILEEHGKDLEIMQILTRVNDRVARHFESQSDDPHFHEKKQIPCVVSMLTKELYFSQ
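Test system: Procaspase-7 triple mutant (PC-7 D3A). Also added: Ac-DEVD-pNA substrate, 400 µM as added. Schedule: 1 h enzyme–compound preincubation and 2 h substrate reaction, both 25 °C. Signal: p-Nitroaniline absorbance at 405 nm, read at 0 and 120 min. Control set: low DMSO alone, high DMSO plus 5 µM PC-7.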
LAP4 TOR yeast – modulators of TOR pathway LAP4-GFP in S. cerevisiae; S. cerevisiae LAP4-GFP multiplex, flow cytometry GFP, 3 h; median GFP as percent of DMSO wells; GFP response vs DMSO, % at 10 µM; 320,000 compounds, 0.34% hits; AID 2023;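 active = GFP response vs DMSO above a set limit, about the screen mean plus 3 SD, cut at about 150% in these data; inconclusive = under 70 cell events counted for the yeast strain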
GASC-1 inh – inhibitors of human GASC-1 (JMJD2C) demethylase; Q9H3R0; GST-JMJD2C(1-420) H3K9me3 demethylation, DELFIA europium; inhibition, % at 2.35 µM; 330,000 compounds, 0.069% hits;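 active = more than half of a compound's replicate wells show inhibition beyond 50%, single wells judged on their own value; inconclusive = some, but no more than half, of replicates pass 50% inhibition; inactive = no replicate passes 50% inhibition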;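 also: signal counts dimethyl H3K9 product captured on neutravidin plate; 0% = median of DMSO wells and 100% = 0.3 times that DMSO median; strong numbers were not always called active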
Target sequence (Q9H3R0 1-420 limits assumed): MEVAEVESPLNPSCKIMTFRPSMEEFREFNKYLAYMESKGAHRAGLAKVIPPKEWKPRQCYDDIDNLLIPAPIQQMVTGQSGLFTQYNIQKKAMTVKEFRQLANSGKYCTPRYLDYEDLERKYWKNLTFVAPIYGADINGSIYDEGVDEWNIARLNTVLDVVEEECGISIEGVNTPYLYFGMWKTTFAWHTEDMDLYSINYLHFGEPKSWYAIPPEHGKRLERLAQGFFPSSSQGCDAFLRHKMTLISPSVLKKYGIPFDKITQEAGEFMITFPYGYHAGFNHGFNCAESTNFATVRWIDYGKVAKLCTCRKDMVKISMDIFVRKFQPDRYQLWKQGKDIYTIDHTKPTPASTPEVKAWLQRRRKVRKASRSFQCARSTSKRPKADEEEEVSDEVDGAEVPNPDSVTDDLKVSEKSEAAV
CR mimetic SO – yeast age-related superoxide inhibition as caloric restriction mimetic; S. cerevisiae aged cells, superoxide DHE fluorescence; stronger effect = lower value; superoxide response (% of plate mean), % at 10 µM; 330,000 compounds, 0.18% hits; AID 2690;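 active = superoxide response under a set limit, about three screen SD below normal, cut at about 65% in these data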;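 also: yeast aged for seven days with compound at 30 °C before DHE staining; 100% = average MFI of all compound-treated wells on the plate with controls excluded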
RPL19A TOR yeast – modulators of TOR pathway RPL19A-GFP in S. cerevisiae; S. cerevisiae RPL19A-GFP strain, flow cytometry, 3 h; stronger effect = lower value; percent response vs DMSO, % at 10 µM; 330,000 compounds, 0.3% hits;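 active = percent response vs DMSO below 50%; inconclusive = fewer than 70 events counted for the yeast strain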;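 also: median channel GFP fluorescence of the barcoded RPL19A-GFP strain; ratio of sample median GFP to plate DMSO average so 100% = DMSO; lower means less RPL19A-GFP as with rapamycin TOR inhibition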
MEP2 TOR yeast – yeast TOR pathway MEP2-GFP modulation; GFP response vs DMSO, % at 10 µM; S. cerevisiae MEP2-GFP strain, flow cytometry GFP, 3 h; 100% = DMSO control level; 330,000 compounds, 0.51% hits;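 active = GFP response versus DMSO above a set limit, roughly screen mean plus 3 SD, cut at about 180% in these data; inconclusive = fewer than 70 cells counted for a yeast strain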;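 also: median GFP fluorescence of the barcode-gated MEP2-GFP cells per well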
AHR activator – activates the human aryl hydrocarbon receptor; activation, % at 5 µM; 320,000 compounds, 2.5% hits; AHR-responsive luciferase reporter cells, luminescence; in the data active = activation above about 47%;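 also: 0% = vehicle wells and 100% = reference agonist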
proCasp3 act – activates human procaspase-3; P42574; recombinant procaspase-3 D3A, Ac-DEVD-pNA absorbance 405 nm; activation, % at 8.5 µM; 330,000 compounds, 0.11% hits; AID 463141;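 active = activation above the mean of all tested compounds plus 3 SD, cut at about 21% in these data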;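 also: 0% = DMSO alone and 100% = DMSO wells spiked with extra 5 µM PC-3 D3A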
Target sequence (P42574 whole entry D9A/D28A/D175A): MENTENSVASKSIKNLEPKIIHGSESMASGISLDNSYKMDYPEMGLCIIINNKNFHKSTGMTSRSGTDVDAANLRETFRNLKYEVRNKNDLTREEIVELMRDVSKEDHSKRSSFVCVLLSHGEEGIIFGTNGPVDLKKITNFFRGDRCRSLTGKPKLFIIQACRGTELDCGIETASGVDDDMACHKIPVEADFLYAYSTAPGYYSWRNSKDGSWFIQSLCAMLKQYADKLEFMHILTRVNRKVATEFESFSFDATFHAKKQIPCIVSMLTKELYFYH
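Compound: 8.5 µM single point, 0.8% DMSO / Material: Autoprocessing-dead procaspase-3 D3A mutant enzyme / Timing: 1 h preincubation plus 2 h reaction at 25 °C / Medium: Zinc-free HEPES/NaCl buffer with 0.01% Triton X-100 at pH 7.4 / Technique: 405 nm absorbance of p-nitroaniline, reads at 0 and 120 min / Repeats: one well per compound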
* hit, by the source's call; i = inactive; ? = inconclusive; / = no result given; & = joins results of further samples.

Values run as follows: proCasp7 act	LAP4 TOR yeast	GASC-1 inh	CR mimetic SO	RPL19A TOR yeast	MEP2 TOR yeast	AHR activator	proCasp3 act
- O=C(Nc1ccc(O)cc1)C1CCCO1 (stereo unspecified)
  -1	109	2	108	95	110	2	15
- CCN(CC)CCNC(=O)c1ccc(Cl)c(S(=O)(=O)Nc2ccccc2OC)c1
  11	99	-6	100	98	96	-3	5
- Cc1onc(-c2ccccc2Cl)c1C(=O)Nc1cccc(S(=O)(=O)NC2=NCCC2)c1
  -1	92	4	104	87	89	-1	-8
- NNc1nc(Nc2ccc([N+](=O)[O-])cc2)nc(N2CCCCCC2)n1
  3	91	-6	109	95	110	68*	-2
- CC(=O)c1n[nH]nc1Nc1nc(C)cc(C)n1
  2	105	7&-3	125	98	99	3	1
- CC(=O)c1cc(-c2ccccc2)n(CC(=O)Nc2ccc(C)c(C)c2)c1C
  0	92	1	99	93	101	1	-11
- Cc1ccc(S(=O)(=O)Oc2ccc(/C=N/NC(=O)c3cccnc3)cc2)cc1
  -6	93	-3	102	110	107	21	2
- Cn1c(C(=O)Nc2ccc3c(c2)OCO3)cc2sccc21
  3	93	7	87	97	101	89*	-2
- CCn1c(NC(=O)c2ccc(C)cc2)c2ccccc2nc1=O
  1	108	16	87	101	104	1	6
- CN(Cc1c(F)cccc1Cl)C(=O)c1cccc(S(=O)(=O)NCc2ccccc2)c1
  3	114	-5	95	102	97	2	11
- CC(C)c1nc(CNC(=O)C2CCC(=O)N(Cc3ccc(Cl)cc3)C2)no1 (stereo unspecified)
  -6	89	-17	95	100	99	0	1
- O=C1CC(/C=C/c2ccncc2)=Nc2ccccc2N1
  -4	88	0	75	96	96	24	0
- CCCCC1(CC(=O)OC)C(=O)N(c2ccccc2)N(c2ccccc2)C1=O
  -3	99	-5	100	98	102	-2	5
- CCCCNC(=O)COC(=O)c1c2c(nc3ccccc13)/C(=C/c1cccs1)CC2
  -25	108	4	132	93	97	7	-41
- Cc1ccccc1Nc1nc(N)nc(CN2CCN(c3ccccn3)CC2)n1
  8	112	-38	107	101	119	2	-2
- c1cc(-c2nnc3n2CCC3)[nH]n1
  4	97	0	108	95	97	7	11
- O=C(COC(=O)CSCc1ccccc1)NCc1ccccc1
  -1	106	-24	106	100	108	-1	8
- O=C(COC(=O)c1ccc2c(=O)n3c(nc2c1)CCC3)Nc1ccccc1F
  11	113	1	76	106	110	-1	3
- CC(C)(C)N(Cc1ccccc1)C(=O)COC(=O)c1ccc(S(=O)(=O)N2CCOCC2)cc1
  -1	103	11	99	106	104	-1	-8
- O=C(COc1ccc(Cl)cc1)N(Cc1ccccc1)c1nc(-c2ccccc2)cs1
  0	104	7	102	102	105	-3	-4
- CNc1cccc2c1C(=O)c1ccccc1C2=O
  -3	109	8	95	97	97	2	-5
- N#CCSc1nc2cc(C(=O)N3CCC(C(N)=O)CC3)ccc2c2nc3ccccc3n12
  -5	108	31	99	98	94	-6	8
- CCC(C)NC(=O)CCC(=O)NNc1nc2ccccc2c2nc(C)nn12 (stereo unspecified)
  9	95	5	85	102	78	-2	3
- CCC(=O)Nc1cc(Cl)ccc1N1CCN(C(=O)CC)CC1
  -2	99	-6	112	101	99	-5	-1
- CCOc1ccccc1C(=O)NCCCCNC(=O)c1ccccc1OCC
  -4	96	2	99	101	96	-1	-1
- Cc1ccccc1N(C(=O)CNC(=O)c1ccco1)C(C(=O)NC1CCCCC1)c1cccnc1 (stereo unspecified)
  8	94	18	100	108	105	-1	5
- COc1ccc(N2CCN(C(=O)c3cccn4c(=O)c5ccccc5nc34)CC2)cc1
  4	95	-22	110	105	109	4	8
- COc1cccc(CN(C)C(=O)Cc2c[nH]c3ccccc23)c1
  7	96	28	103	100	98	25	-6
- CC1CC(NC(=O)CCn2c(=O)oc3ccccc32)CC(C)(C)C1 (stereo unspecified)
  -1	102	/	78	95	94	-2	-9
- O=C(C1=C[C@@H](c2ccc(C(F)(F)F)cc2)C[C@@H](OCCCCO)O1)N1CCN(Cc2ccccc2)CC1
  1	89	10	99	93	99	5	2
- C/C(CC(=O)Nc1cccc(C(F)(F)F)c1)=N\NC(=O)C1CCCCC1
  12	91	33	113	105	105	11	2
- CCn1c(SCc2ccccc2)nc2c(c1=O)SCC2
  11	104	3	73	95	97	2	3
- O=C(c1c[nH]c2ccccc12)N1CCN(Cc2ccccc2)CC1
  -2	98	-2	110	102	110	18	2
- O=C(C1CCCO1)N1CCN(C(=S)Nc2ccc(Cl)cc2Cl)CC1 (stereo unspecified)
  -28	93	-13	106	107	108	-1	-4
- CCOc1ccc(NS(=O)(=O)c2ccc(C)c(C(N)=O)c2)cc1
  1	104	20	101	92	92	-2	4
- CC(=O)c1c(C)n(-c2ccccc2)c2ccc(O)cc12
  0	105	/	94	104	106	6	-4
- COc1cc2c(cc1OC)C1=C(C#N)CCC(=O)N1CC2
  -1	/	10&29	106	98	96	4	1
- O=C(Nc1ccc(Cl)cc1)N(Cc1cccnc1)Cc1ccco1
  -5	101	-7	99	107	105	1	2
- Cc1ccc(C)c(NC(=O)Cc2coc3cc4c(cc23)CCC4)c1
  -5	104	-4	83	104	105	-1	4
- CC(NC(=S)NC1CCCCC1)c1ccccc1 (stereo unspecified)
  -12	92	-2	97	100	107	2	-7
- COc1ccc(C=NNc2ccc(S(=O)(=O)Nc3ccccc3C(=O)O)cc2[N+](=O)[O-])c(OC)c1
  -3	99	26	92	100	99	2	2
- CC(C)c1nccn1S(=O)(=O)c1cc([N+](=O)[O-])ccc1Cl
  -2	111	-4	120	103	101	2	-8
- CC(=O)Nc1ccc(NC2=CC(=O)c3ccccc3C2=O)cc1
  7	90	3	138	99	98	26	2
- CN(Cc1ccccc1)C(=O)COC(=O)C1CCN(S(=O)(=O)c2ccc(Cl)c(C(F)(F)F)c2)CC1
  2	98	19	97	94	94	-1	0
- O=C(O)C1C2C=CC(O2)C1C(=O)NCCC1=CCCCC1 (stereo unspecified)
  -2	92	-21	86	95	94	-1	-3
- CCOc1cc(NC(=S)NCC(C)C)c(OCC)cc1NC(=O)c1ccco1
  5	100	3	96	102	103	17	2
- CN1C(=O)c2ccccc2C(O)c2ccccc21 (stereo unspecified)
  0	84	-1	108	98	90	-2	-2
- O=C(CCc1ccccc1)NCCc1ccc(F)cc1
  1	81	23	105	96	86	0	8
- Cn1cc(C(=O)c2ccc(Cl)cc2Cl)cc1C(=O)N/N=C(\N)COc1ccc(F)cc1
  10	97	-13	91	95	105	3	-1
- COc1cc(/C=N/NC(=O)c2cccc([N+](=O)[O-])c2)ccc1OC(=O)c1ccco1
  11	95	8	80	99	96	4	-8

Additional entries follow:
Values run as follows: proCasp7 act	LAP4 TOR yeast	GASC-1 inh	CR mimetic SO	RPL19A TOR yeast	MEP2 TOR yeast	AHR activator	proCasp3 act
- Cc1c(C(=O)Nc2ccc3c(c2)OCCO3)cnn1C
  9	101	0	99	99	112	-2	-4
- COc1ccc(S(=O)(=O)NCc2ccccc2)cc1
  3	107	3	99	102	101	11	-1
- Cc1nn(CC(=O)N2CCN(c3cccc(C(F)(F)F)c3)CC2)c(=O)c2cccn12
  6	90	-8	i	93	97	0	11
- O=C1NC(=O)/C(=C/c2ccccn2)S1
  8	100	-1	98	103	97	1	-7
- Cc1ccc(NC(=O)C2Cc3ccccc3C(=O)O2)cc1 (stereo unspecified)
  5	109	/	102	98	101	16	5
- C=C[C@@]1(C)CC(=O)[C@]2(O)[C@@]3(C)[C@@H](O)CCC(C)(C)[C@@H]3[C@H](O)[C@H](OC(C)=O)[C@@]2(C)O1
  -11	106	3	86	106	103	10	7
- CNCc1c(C)nn(-c2ccccc2)c1C
  4	102	2	94	106	111	1	4
- Cc1cc(/C=C(\C#N)C(=O)NC2CCCCCC2)c(C)n1C
  -5	89	-19	105	98	98	-1	-3
- COc1nc(N)nc(N)c1NS(=O)(=O)c1ccc(C)cc1
  -1	104	2	93	106	104	-1	15
- CCOc1cccc(C(=O)Nc2cc(-c3nn4c(C)nnc4s3)ccc2C)c1
  0	103	1	93	102	96	3	5
- Cc1nnc(SCc2nnc(-c3cccs3)o2)n1C
  9	94	-33	101	99	91	6	5
- COc1cc(NC(=O)CCN2CC(C)OC(C)C2)cc(OC)c1 (stereo unspecified)
  5	87	3	86	105	105	4	-8
- CC(C)CNC(=O)C1CCN(S(=O)(=O)c2ccc3c(c2)OCCO3)CC1
  1	99	2	104	107	103	0	7
- N#Cc1nc(-c2ccccc2Cl)oc1N1CCOCC1
  -3	105	-5	115	105	108	3	0
- O=C(Cn1c(COc2ccc(Cl)cc2)nc2ccccc21)NCC(F)(F)F
  -4	93	-4	95	99	101	0	2
- CN1CN(C)C(c2ccncc2)=C1c1ccncc1
  2	99	-13	96	106	100	-1	8
- COC(=O)C(NC(=O)CCc1nnc2ccc(N3CCC(C)CC3)nn12)C(C)C (stereo unspecified)
  1	92	1	101	107	110	1	-2
- CCCn1c(N2CCC(Cc3ccccc3)CC2)nc2c1c(=O)[nH]c(=O)n2C
  -8	93	-1	115	92	91	6	3
- Clc1ccc(OCc2nnc3n2N=C(c2ccc4c(c2)OCCO4)CS3)c(Cl)c1
  14	105	-6	95	103	110	8	-3
- O=C(O)C1C2CCC(O2)C1C(=O)Nc1ccc(F)c(Cl)c1 (stereo unspecified)
  -2	100	-12	116	100	108	-2	10
- CCC(C)NS(=O)(=O)c1ccc(NC(C)=O)cc1 (stereo unspecified)
  9	97	?	93	99	103	2	7
- N#CC1=C(N)Oc2n[nH]c(-c3ccccc3)c2C12C(=O)Nc1ccccc12 (stereo unspecified)
  -6	95	-5	107	91	96	7	-2
- CNc1ccc(/C=C(\C#N)C(=O)Nc2ccccn2)cc1[N+](=O)[O-]
  -5	104	1	100	102	110	-3	3
- CC1CCCC(C)N1C(=O)COC(=O)CNC(=O)c1ccc(Cl)cc1Cl (stereo unspecified)
  -1	104	-1	99	98	99	0	4
- O=C(O)CCN1CCc2ccccc2C1c1ccncc1 (stereo unspecified)
  -2	98	9	102	103	109	1	-1
- COc1cccc(NC(=O)CN(C)C(C)C(=O)Nc2ccc(S(=O)(=O)N3CCCC3)cc2)c1 (stereo unspecified)
  2	103	-8	100	98	109	7	-3
- CCCCN=C(N)/C(C(=O)OCC)=C(\O)c1ccc(OC)cc1
  1	95	-6	97	95	102	7	7
- COCCNC(=O)CN(C(=O)CCC(=O)Nc1nccs1)c1ccccc1OC
  5	102	5	90	104	110	0	0
- CC(C)n1c(=O)[nH]c2cc(C(=O)Nc3ccccc3)ccc21
  4	100	1	108	92	105	9	2

An excerpt from above, limited to LAP4 TOR yeast and RPL19A TOR yeast:
canonical_smiles	LAP4 TOR yeast	RPL19A TOR yeast
Cc1ccc(C)c(NC(=O)Cc2coc3cc4c(cc23)CCC4)c1	104	104
COc1nc(N)nc(N)c1NS(=O)(=O)c1ccc(C)cc1	104	106

Rows were taken by chance; any-hit rate near 3.8%.
